STAT1 inh: STAT1 signaling inhibitors, primary screen, cell-based, HTS, luciferase reporter; NIH 3T3 STAT1-luciferase reporter, IFN-gamma, luminescence; inhibition, % at 5.5 µM; actives 0.35% (n = 200,000); AID 920, 2007;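 active = inhibition above a set limit, the mean inhibition across all tested compounds plus 3 SD, cut at about 34% in these data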;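 note: 0% = IFN-gamma with DMSO and 100% = IFN-gamma with 300 µM nifuroxazide; values of inactives mirror those of a sister screen read the other way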
STAT1 act: STAT1 signaling activators, primary screen, cell-based, HTS, luciferase reporter; actives 2.6% (n = 200,000); NIH 3T3 STAT1-luciferase reporter, IFN-gamma, luminescence; 100% = IFN-gamma alone, no compound; activation (% of control), % at 5.5 µM;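 active = activation above the screen-wide mean activation plus 3 SD, cut at about 130% in these data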;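 note: raw ratio to IFN-gamma control signal so 100% means no change and 0% no light; values of inactives mirror those of a sister screen read the other way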
RAM inhibit: inhibitors of the yeast RAM network, primary screen, dse1pr::URA3 reporter, 5-FOA selection; S. cerevisiae dse1pr::URA3 reporter, 5-FOA growth OD615, 2 d; analog-sensitive cbk1-as2 kinase mutant strain; inhibition, % at 50 µM; actives 1.8% (n = 190,000);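 active = inhibition above a set limit, 3 SD over mean compound inhibition, cut at about 8.4% in these data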;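 note: 0% = DMSO-only wells with no growth and 100% = 10 µM 1-NA-PP1 full growth; inhibition rescues growth on 5-FOA so higher OD means more RAM inhibition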
NF-kB expr up: activators of NF-kB expression in neurons, primary screen, cell-based, HTS. human neuronal cells, NF-kB reporter expression; hits give high values. fold change at 12.5 µM. actives 1.6% (n = 190,000). AID 1239, 2008; in the data active = fold change above about 3.3
FLuc inhib CS: firefly luciferase enzyme inhibitors, primary screen, artefact control for luciferase-based inhibitor screens, biochemical, luminescence, ATPLite; Luciferin 4-monooxygenase (Photinus pyralis), P08659; inhibition, % at 10 µM; actives 1.5% (n = 200,000); 10 min;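 active = inhibition above about 50% when tested at 10 µM, limit read from the data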
Target sequence (P08659 whole entry, looked up): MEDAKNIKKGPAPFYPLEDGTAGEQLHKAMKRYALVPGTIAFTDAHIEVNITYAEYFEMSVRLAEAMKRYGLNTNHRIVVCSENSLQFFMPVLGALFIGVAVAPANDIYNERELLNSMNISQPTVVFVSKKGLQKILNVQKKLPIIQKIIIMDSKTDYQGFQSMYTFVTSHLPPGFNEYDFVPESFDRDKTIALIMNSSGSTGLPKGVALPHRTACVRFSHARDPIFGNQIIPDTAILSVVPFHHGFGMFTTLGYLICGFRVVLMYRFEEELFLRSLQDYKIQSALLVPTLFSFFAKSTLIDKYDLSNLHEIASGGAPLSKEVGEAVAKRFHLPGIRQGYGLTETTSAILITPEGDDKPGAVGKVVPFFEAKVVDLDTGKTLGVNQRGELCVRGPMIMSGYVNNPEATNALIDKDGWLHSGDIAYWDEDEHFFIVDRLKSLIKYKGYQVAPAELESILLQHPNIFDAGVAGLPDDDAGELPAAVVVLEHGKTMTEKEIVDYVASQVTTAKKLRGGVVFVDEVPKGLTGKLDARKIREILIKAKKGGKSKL
Hsp70 activator: Hsp70 transcriptional activators, primary screen, cell-based, HeLa, Hsp70 promoter luciferase, luminescence, 10 µM; HeLa Hsp70 promoter luciferase reporter; scaled: vehicle 0, proteasome-inhibitor control 100%; activation, % at 10 µM; actives 0.04% (n = 200,000); AID 1203, 2008;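 active = activation above the mean across all tested compounds plus 3 SD, cutoff set per campaign, cut at about 5.5% in these data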;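 note: 100% = MG132 at 30 µM as the positive control and 0% = DMSO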
APP transl inh: inhibitors of APP translation via 5'UTR reporter, primary screen, APP 5'UTR luciferase, SH-SY5Y cells; SH-SY5Y APP 5'UTR-luciferase reporter, luminescence; inhibition, % at 2 µM; actives 0.82% (n = 190,000);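 active = inhibition above a set limit, derived from the sample mean plus 3 SD, cut at about 45% in these data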; note: values of inactives mirror those of a sister screen read the other way
STAT3 inh: IL-6 driven STAT3 reporter inhibitors, primary screen, U3A cells, luciferase, luminescence, MLSCN library. actives 0.89% (n = 190,000). inhibition, % at 5.5 µM. IL-6 STAT3-luciferase reporter; host cell line lacks STAT1. AID 862, 2007;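 active = inhibition above the mean inhibition across all screened compounds plus 3 SD, cut at about 44% in these data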;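 note: 0% = DMSO only wells and 100% = 100 µM nifuroxazide control wells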
APP 5'UTR act: activators of APP 5'UTR luciferase reporter, primary screen, SH-SY5Y cells. SH-SY5Y APP 5'UTR luciferase reporter, luminescence; zero percent = DMSO vehicle wells. activation, % at 2 µM. actives 1% (n = 190,000). AID 1276, 2008;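 active = activation above a set limit, based on mean plus 3 SD of controls, cut at about 140% in these data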; note: values of inactives mirror those of a sister screen read the other way
STAT3 activator: IL-6 driven STAT3 reporter potentiators, primary screen, U3A cells, luciferase, luminescence, MLSCN library; IL-6 STAT3-luciferase reporter; 100% = signal with IL-6 EC80 alone; activation (% of control), % at 5.6 µM; actives 0.91% (n = 190,000); AID 871, 2007;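 active = activation above the screen-wide mean of compound activation plus 3 SD, cut at about 130% in these data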;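 note: 0% = background luminescence of wells with medium and substrate only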
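Material: human STAT1-deficient U3A cells with stable STAT3-luciferase reporter / Probe or stimulus: IL-6 stimulus at 33 ng/mL final / Schedule: 1 h compound pre-exposure, 6 h IL-6 stimulation, 37 °C / Technique: luminescence / Read-out basis: percent of IL-6-only median luminescence / Control set: IL-6-only high control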
* = called active by the depositor; x = not tested or not shown.

SMILES	STAT1 inh	STAT1 act	RAM inhibit	NF-kB expr up	FLuc inhib CS	Hsp70 activator	APP transl inh	STAT3 inh	APP 5'UTR act	STAT3 activator
CCCCN(Cc1ccccc1)C(=O)C1CCN(Cc2sccc2C)CC1	-1	101	-0.5	0.79	-6	-0.3	13	22	-13	84
CC(=O)c1ccc(OCCCC(=O)Nc2cccc(S(=O)(=O)N(C)C)c2)cc1	3	97	1.1	0.91	-4	-0.3	-1	6	1	97
Cc1cc(C)cc(NC(=S)NCCc2c[nH]c3ccccc23)c1	-15	114	4.9	1.4	-4	-0.3	-16	16	15	89
Clc1cccc(Cl)c1COc1ccncc1	-1	101	1.9	1.1	-5	-0.2	1	-3	-1	106
COc1cc(Cl)c(C)cc1NC(=O)c1ccc2c(SCC(=O)O)c3c(nc2c1)CCCC3	-1	99	4.9	1.1	-1	-0.3	-1	5	1	98
CN(C)S(=O)(=O)c1ccc(C(=O)N2CCC(c3nc4ccccc4o3)CC2)cc1	5	95	1.5	0.99	-2	-0.2	-3	17	3	88
CC(=O)N/C(=C\c1ccc(Br)s1)C(=O)O	-2	100	0.8	1.3	1	-0.2	-5	-1	5	102
O=C(C1CC1)N1CCc2cc(Br)cc(S(=O)(=O)NCc3ccco3)c21	-3	104	3.1	1.2	0	-0.2	-3	0	3	103
O=c1nc(Nc2ccccc2)sc2ccc([N+](=O)[O-])cc12	-7	106	0.2	1.1	3	-0.3	-16	-8	16	102
O=C(CN1CCC(n2nnc3cc(F)ccc32)CC1)NC1CCCCC1	5	96	0.1	0.99	-8	-0.1	4	-1	-4	104
CCOC(=O)c1nnn(-c2ccc(OC)cc2)c1N	-10	110	1.2	1.4	3	-0.2	-5	-1	5	104
O=C(Nc1ccccc1)C1CC(=O)n2ncnc2N1 (stereo unspecified)	3	93	2.3	0.98	-3	-0.1	-5	7	5	102
COc1ccc(CCNC(=O)CSc2ccc3ccccc3c2)cc1OC	3	97	2.1	1.3	-4	-0.4	0	-2	0	98
CCCS(=O)(=O)NCCc1cc2c(C)ccc(C)c2[nH]c1=O	-4	103	-0.8	1.2	-3	-0.3	4	10	-4	96
N#Cc1c(N)c(C#N)c(-c2ccc(O)cc2)c2c1CCCC2	4	97	1.8	0.82	-3	-0.4	-27	18	27	86
CCc1ccc2[nH]c(=O)c(C(c3nnnn3Cc3ccc(OC)cc3)N3CCOCC3)cc2c1 (stereo unspecified)	2	98	-0.9	0.91	-7	0.0	0	2	0	102
CN1CCN(c2ncnc3c2[nH]c2ccc(F)cc23)CC1	10	92	2.3	0.81	-2	0.0	-4	1	4	103
C/C(NC1CCCC1)=C(/C#N)C(N)=O	-11	110	0.1	1.2	-10	-0.2	-5	-6	5	105
Cc1ccnc(N/N=C/c2ccco2)n1	-21	120	-0.5	1.7	20	0.1	-20	-9	20	105
O=C(O)c1ccc(NC(=O)c2cn(-c3ccccc3)nc2-c2ccc(F)cc2)cc1	-41	135*	7.0	1.6	24	-0.4	-11	-13	11	115
CCCn1c(=S)[nH]c2cc(C(=O)N3CCCC(C(=O)OCC)C3)ccc2c1=O (stereo unspecified)	11	90	0.7	1.3	-12	-0.4	2	11	-2	93
COC(=O)c1cn(C(=O)c2ccccc2F)nc1N	-1	101	-0.3	1.1	-2	-0.2	-3	-5	3	107
CC1=CCC2C(=O)N(c3ccc(C)c(Br)c3)C(=O)C2C1 (stereo unspecified)	1	99	0.5	1.1	0	-0.2	19	12	-19	94
Fc1ccc(Nc2c(-c3ccco3)nc3ccccn23)cc1	0	100	0.9	1.1	3	-0.3	-18	-9	18	107
CC(=O)N1CCN(C(=O)c2cc(C)nc3ccccc23)CC1	-1	100	-1.0	1.1	-6	0.3	9	-1	-9	105

4 entries from above, sorted by the number in STAT3 activator, lowest first:
SMILES,STAT1 inh,STAT1 act,RAM inhibit,NF-kB expr up,FLuc inhib CS,Hsp70 activator,APP transl inh,APP 5'UTR act,STAT3 activator
CC1=CCC2C(=O)N(c3ccc(C)c(Br)c3)C(=O)C2C1 (stereo unspecified),1,99,0.5,1.1,0,-0.2,19,-19,94
CCCS(=O)(=O)NCCc1cc2c(C)ccc(C)c2[nH]c1=O,-4,103,-0.8,1.2,-3,-0.3,4,-4,96
COc1ccc(CCNC(=O)CSc2ccc3ccccc3c2)cc1OC,3,97,2.1,1.3,-4,-0.4,0,0,98
CCOC(=O)c1nnn(-c2ccc(OC)cc2)c1N,-10,110,1.2,1.4,3,-0.2,-5,5,104

Among those listed so far, these contain a cyano group.
SMILES	STAT1 inh	STAT1 act	RAM inhibit	NF-kB expr up	FLuc inhib CS	Hsp70 activator	APP transl inh	STAT3 inh	APP 5'UTR act	STAT3 activator
N#Cc1c(N)c(C#N)c(-c2ccc(O)cc2)c2c1CCCC2	4	97	1.8	0.82	-3	-0.4	-27	18	27	86
C/C(NC1CCCC1)=C(/C#N)C(N)=O	-11	110	0.1	1.2	-10	-0.2	-5	-6	5	105

(further entries)
SMILES	STAT1 inh	STAT1 act	RAM inhibit	NF-kB expr up	FLuc inhib CS	Hsp70 activator	APP transl inh	STAT3 inh	APP 5'UTR act	STAT3 activator
CC(/C=C1\SC(=S)N(CCCC(=O)Nc2ccc(C(=O)O)cc2)C1=O)=C\c1ccccc1	-3	102	7.0	1.8	0	0.0	-15	5	15	99
CCOC(=O)CSc1nnc([C@H](CC(C)C)NC(=O)OC(C)(C)C)o1	1	99	3.6	1.1	-2	-0.1	13	-4	-13	107
O=C(CSc1nnc(Cc2ccccc2)n1-c1ccc(F)cc1)N1CCOCC1	6	94	0.8	1.1	-3	-0.2	7	4	-7	99
CCOc1ccc(CNC(=O)CCCc2cn(C)c3ccccc23)cc1OC	-2	102	7.0	0.86	-9	-0.1	-17	2	17	99
COc1cc(/C=C(/C#N)c2ccc(F)cc2)ccc1Oc1ccc([N+](=O)[O-])cn1	10	91	5.7	0.61	-7	-0.5	10	12	-10	93
Cc1c(C#N)c2ccccc2n1CC(=O)O	6	94	0.3	1.1	x	-0.1	-5	-63	5	159*
CC1CCN(S(=O)(=O)c2cccc(C(=O)NCc3cccs3)c2)CC1	4	96	1.7	0.78	-6	-0.7	-8	8	9	98
Cc1ccc(NC(=O)CS(=O)CC(=O)N(CC(=O)NC2CCCC2)c2cc(C)ccc2C)cc1 (stereo unspecified)	7	94	-0.5	1.2	-8	-0.4	-1	5	1	103
C/C(=N/Nc1ccc(C(=O)O)cc1)c1ccc(O)c(O)c1O	1	99	-0.4	0.85	2	0.0	-46	-1	46	99
CS(=O)(=O)N(CC(=O)Nc1ccc2c(c1)OCO2)Cc1ccccc1	3	90	2.2	1.2	-6	0.3	3	12	-3	93
CCc1nnc(NC(=O)CSc2nnc(Cc3cc(=O)[nH]c(=O)[nH]3)n2-c2ccc(OC)cc2)s1	1	99	6.7	1.2	-5	-0.1	22	-3	-22	107
CCNC(=O)c1ccccc1NC(=O)c1cccc(S(=O)(=O)N2CCOCC2)c1	-8	107	0.5	0.94	-6	-0.4	-8	6	8	97
C/C(=C\c1ccccc1)CN1CCN(c2ccccc2F)CC1	-2	102	1.9	0.92	-5	-0.5	-14	-4	14	102
Cc1ccc(O)c(-c2cc(C(=O)Nc3ccc(S(=O)(=O)Nc4nc(C)cc(C)n4)cc3)[nH]n2)c1	-7	106	7.3	1.1	-9	-0.1	-14	13	14	91
CC1CCC(NC(=O)C2CCC(CNS(=O)(=O)c3cccc4nsnc34)CC2)CC1 (stereo unspecified)	0	100	5.5	1	-2	0.0	0	7	0	98
CCOc1ccc(S(=O)(=O)NCCC(=O)OCN2C(=O)c3ccccc3C2=O)cc1	-5	105	0.8	1.1	-1	-0.1	-9	-1	9	105
CC(C)NC(=O)c1sc2nc3c(c(-c4cccs4)c2c1N)CN(C)CC3	-3	102	1.1	0.84	-3	-0.3	-13	16	13	85
CC(C)N(Cc1ccccc1)C(=O)c1cnc2n(c1=O)CCS2	-1	101	0.7	1	-6	0.3	-6	0	6	104
O=C(NNC(=S)NC(=O)c1cccnc1)c1ccc(Cl)cc1	1	99	0.5	1.1	-4	-0.3	-1	16	1	96
Cc1ccc(NC(=O)COC(=O)c2cc(-c3cccs3)nn2-c2ccccc2)cc1[N+](=O)[O-]	5	96	6.7	1.3	0	-0.1	11	-10	-11	107
C/C=C/C=C/C(=O)OCC(=O)Nc1ccc(Cl)cc1	18	82	2.5	1.1	-9	-0.3	-7	14	7	93
CNC(=S)N(CCc1c(C)[nH]c2ccc(C)cc12)Cc1ccc(OC)c(OC)c1	9	92	2.6	0.65	-9	-0.1	-10	1	10	99

By substructure: the compounds so far with bromine
SMILES	STAT1 inh	STAT1 act	RAM inhibit	NF-kB expr up	FLuc inhib CS	Hsp70 activator	APP transl inh	STAT3 inh	APP 5'UTR act	STAT3 activator
CC(=O)N/C(=C\c1ccc(Br)s1)C(=O)O	-2	100	0.8	1.3	1	-0.2	-5	-1	5	102
O=C(C1CC1)N1CCc2cc(Br)cc(S(=O)(=O)NCc3ccco3)c21	-3	104	3.1	1.2	0	-0.2	-3	0	3	103
CC1=CCC2C(=O)N(c3ccc(C)c(Br)c3)C(=O)C2C1 (stereo unspecified)	1	99	0.5	1.1	0	-0.2	19	12	-19	94

One compound at a time (already shown).
Record of COc1ccc(CCNC(=O)CSc2ccc3ccccc3c2)cc1OC : STAT1 inh = 3; STAT1 act = 97; RAM inhibit = 2.1; NF-kB expr up = 1.3; FLuc inhib CS = -4; Hsp70 activator = -0.4; APP transl inh = 0; STAT3 inh = -2; APP 5'UTR act = 0; STAT3 activator = 98
Record of Cc1ccc(NC(=O)CS(=O)CC(=O)N(CC(=O)NC2CCCC2)c2cc(C)ccc2C)cc1 (stereo unspecified) : STAT1 inh = 7; STAT1 act = 94; RAM inhibit = -0.5; NF-kB expr up = 1.2; FLuc inhib CS = -8; Hsp70 activator = -0.4; APP transl inh = -1; STAT3 inh = 5; APP 5'UTR act = 1; STAT3 activator = 103

Screens from PubChem BioAssay.
